HSF1 inhib: HSF1 inhibition; NIH3T3-HGL HSE-luciferase, MG132-induced, luminescence 8 h; active compounds read low; activity change, negative = inhibition, % at 7.5 µM (by protocol); 300,000 compounds, 0.77% hits;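 active means more than half of replicate wells show activity change below -50%, luminescence cut by over half; inconclusive means some wells, but at most half, below -50%; inactive means no replicate well below -50%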;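 further: luciferase reports HSF-1 transcriptional activity via heat shock element; 0% = median of DMSO wells and -100% = zero luminescence signal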
HSP90 inh: inhibitors of HSP90 luciferase refolding in rabbit reticulocyte lysate; luciferase refolding luminescence, 3 h; inhibition, % at 5.6 µM; AID 1789; 290,000 compounds, 0.91% hits;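 active means inhibition above the screen-wide mean plus 3 SD, computed separately per campaign, cut at about 16% in these data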;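 further: 0% = DMSO wells and 100% = 60 µM geldanamycin wells; inhibitors lower the luminescence because luciferase stays unfolded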
HSF-1 act: increases HSF-1 driven luciferase reporter signal; NIH3T3-HGL HSF-1 luciferase reporter, MG132, 8 h; 100% = twice DMSO control signal; activation, % at 9 µM; 300,000 compounds, 1.7% hits; AID 504408;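 active means mean replicate activation of at least 50% with a set share of replicates each reaching 50%; inconclusive means only one of those two conditions met; inactive means mean below 50% and too few replicates reaching it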;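 further: 0% = median of the neutral control wells and 100% = twice that signal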
SKKanGAS inh: inhibitors of SKKanGAS S. pyogenes growth in kanamycin (SK-promoter or general growth effect) | BacTiter-Glo, 6 h | inhibition, % at 7.5 µM | 300,000 compounds, 1.3% hits;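 active means mean replicate score, as percent of positive control median, at least 50; inconclusive means mean below 50 but one replicate at or above 50; inactive means mean and every replicate below 50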;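 further: strain carries kanamycin resistance gene driven by streptokinase promoter and grows in 40 µg/ml kanamycin; loss of luminescence reflects streptokinase promoter inhibition or plain growth inhibition; 0% = median of DMSO wells and 100% = positive control at its reference dose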
IEC-6 tox: kills IEC-6 intestinal cells in KLF5 counter-screen; IEC-6 cytotoxicity, luminescence viability; 290,000 compounds, 0.78% hits; AID 1825; inhibition, % at 5 µM; in the data active means inhibition above about 22%;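 further: 0% = plate median of test compound wells and 100% = cytotoxic reference compound wells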
Platelet DG rel: modulates dense granule release in human platelets; inhibition, %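 (compounds screened at 7.5 µM in platelet-rich plasma)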; AID 1663; human platelet-rich plasma, SFLLRN dense granule ATP release, luminescence; 300,000 compounds, 0.22% hits;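 active means mean replicate score, as percent of positive control, at or above 50; inconclusive means mean below 50 but at least one replicate at or above 50; inactive means mean and every replicate below 50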
HIF act: HIF pathway transcriptional activation | U2OS HRE-luciferase reporter, luminescence; normalized: DMSO 0%, desferrioxamine 100% | activation, % at 7.5 µM (by protocol) | 300,000 compounds, 0.32% hits | AID 1910;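 active means mean activation of at least 10% of the iron chelator positive control signal, with at least half of replicates also reaching 10%; inconclusive means mean and replicate majority disagree about reaching 10%; inactive means mean and most replicates under 10%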
AI-2 QS modul: modulators of Vibrio harveyi AI-2 quorum sensing system | 300,000 compounds, 0.4% hits | Vibrio harveyi JMH597 AI-2 luminescence/OD600 ratio, 9 h; active compounds read low; strain lacks LuxN and CqsS sensors; 0 = neutral-control median | activity change, % at 7.5 µM | AID 2094; in the data active means activity change below about -75%, passing the limit was not always enough; inconclusive means no clear call, values can overlap the other calls;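 further: luminescence divided by OD600 gain over 9 h not by final OD600 alone; inactives centre near 13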
aSyn 5UTR inh: 5' untranslated region of α-synuclein, MLPCN primary screen | alpha-synuclein 5'UTR reporter, inhibitor activity | inhibition, % (tested at 7.5 µM) | 300,000 compounds, 0.82% hits | AID 1813; in the data active means inhibition above about 60%; inconclusive means no clear call, values can overlap the other calls;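 further: H4 neuroglioblastoma cells stably carrying SNCA 5'UTR luciferase fusion; 0% = DMSO wells and 100% = positive control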
KLF5 inh: suppresses KLF5 promoter-driven expression; DLD-1 KLF5 promoter-luciferase reporter, luminescence; inhibition, % at 5 µM; 290,000 compounds, 0.23% hits; AID 1700;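 active means inhibition above a per-plate limit of that plate's mean compound inhibition plus 3 SD, cut at about 60% in these data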;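 further: 0% = DMSO wells and 100% = LY294002 at 200 µM; higher means less KLF5 promoter-driven luciferase light; inactives centre near -14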
* marks the source's active call; other numbers are inactive results; ? = inconclusive; . = no result given.

SMILES	HSF1 inhib	HSP90 inh	HSF-1 act	SKKanGAS inh	IEC-6 tox	Platelet DG rel	HIF act	AI-2 QS modul	aSyn 5UTR inh	KLF5 inh
CC(=O)NC1C(OCc2ccccc2)OC2COC(c3ccccc3)OC2C1OCC(=O)O (stereo unspecified)	-7	4	-15	5	3	3	-0.1	5	13	18
CC1CCN(CCCNC(=O)C2CCC(=O)N2C2CCCC2)CC1 (stereo unspecified)	-4	1	9	3	2	-3	-0.1	8	-2	-15
COc1ccc(-c2nc(CSCC(=O)NCc3ccco3)c(C)o2)cc1	?	2	-59	3	-1	17	-0.2	29	-1	-17
CCCCNC(=O)CCn1nc(-c2ccccc2)ccc1=O	-5	-1	-18	0	5	-1	-0.4	12	25	-1
O=C(NCc1cccc(F)c1)C1CCC(=O)N(CCCN2CCOCC2)C1 (stereo unspecified)	-2	6	11	-19	-5	-18	2.2	27	-5	-3
COc1nc(C)nc2c1ccc1ccccc12	4	2	0	7	-6	-3	-1.2	20	-15	-10
CC(C)c1nnc(NC(=O)CCC(=O)NCC2CCCO2)s1 (stereo unspecified)	-10	1	0	5	1	-8	-0.1	23	-14	-33
Cc1c(NC(=S)NC(=O)c2cc3ccccc3o2)cccc1C(=O)O	1	21*	4	43	3	2	3.0	16	-57	-132
Cc1nnc(SCC(=O)NNC(=O)c2ccc(Cl)cc2)n1CC1CCCO1 (stereo unspecified)	-2	-1	3	-2	2	-1	0.1	2	15	-15
CC(=O)Nc1cccc(Oc2ncnc3scc(-c4ccc(C(C)C)cc4)c23)c1	6	-4	22	16	26*	3	-0.6	13	48	-49
O=C(/C=C/c1ccccc1)NCCCNC(=O)/C=C/c1ccccc1	-1	4	19	-11	5	-13	-0.6	1	4	-15
CC(/C=N/NC(=O)c1ccco1)=C\c1ccccc1	35	10	55*	-24	1	2	0.3	13	-1	-177
COc1ccc(C(=O)Nc2cc(C)on2)cc1	-2	5	-6	-14	-1	-4	1.6	-6	-13	-165
Cc1ccc(C(=O)Nc2ccc(SC(F)F)cc2)s1	-6	-2	-3	15	2	8	-0.3	-7	-161	-126
Cc1cccc(N/C(N)=N/c2nc(C(F)(F)F)cc(C(F)(F)F)n2)c1	-6	3	4	?	2	17	-0.2	26	-4	9
COc1ccc2c(CC#N)c[nH]c2c1	-3	2	0	-3	3	1	-30	16	11	0
COc1cc(-c2noc(CCC(=O)NC3CCCCC3)n2)cc(OC)c1OC	-1	-2	6	2	-6	-7	0.6	15	9	8
O=C(NCCc1ccccc1)C1CC(c2ccccc2O)=NO1 (stereo unspecified)	-6	-1	16	2	0	-4	-0.3	8	11	0
COCCC(=O)N1CCCC(N2CCN(c3ccc(F)cc3)CC2)C1 (stereo unspecified)	-4	1	-9	0	-4	-4	-1.3	7	-5	-15
COC(=O)C1=C(C)NC(C)=C(C(=O)OC)C1c1cn(-c2ccccc2)nc1-c1ccco1	-5	1	1	3	4	4	0.7	21	-9	5
COCCCNC(=O)C1CCC(CNS(=O)(=O)c2ccc(OC)cc2)CC1 (stereo unspecified)	-1	-3	-3	9	0	0	0.0	25	3	-22
c1cnc(NC2C3CC4CC(C3)CC2C4)nc1 (stereo unspecified)	-14	4	-7	1	1	8	-1.0	7	40	-43
CC(C)CCSc1nnc(Cn2c(=O)sc3ccccc32)n1C	-3	-6	-4	-5	-5	22	-0.5	6	-13	-8
CCOc1ccccc1N(CC(=O)NC1CCCCC1)C(=O)CCC(=O)Nc1cc(C)ccn1	-8	8	-23	4	6	7	-0.6	-16	-5	-26
Cc1ccc(C(=O)Nc2c3c(nn2-c2ccccc2)CS(=O)(=O)C3)cc1C	11	0	2	1	-1	-7	0.3	19	3	-10
COc1ccccc1C(=O)Nc1ccnn1C1CCN(Cc2cnc(N(C)C)s2)CC1	2	-6	3	5	-2	-6	1.3	31	11	-26
O=C(NCC(c1ccco1)N1CCN(c2ccccc2)CC1)c1ccco1 (stereo unspecified)	2	.	-7	-2	.	-3	0.7	4	-2	.
Cc1ccc(S(=O)(=O)N(CC(=O)O)Cc2ccccc2F)cc1	-1	-4	1	1	-3	2	0.6	13	8	9
CC(=O)c1ccc(NC(=O)CN2CCN(c3ncccn3)CC2)cc1	2	1	-1	3	4	-10	0.3	32	3	-15
O=C(CSc1ccc2ccccc2c1)Nn1cnnc1	-3	3	6	0	-1	4	0.1	13	2	-20
c1ccc(SCc2cn3cccnc3n2)nc1	-8	1	-3	3	4	-15	-0.7	17	-24	-3
CCOC(=O)c1nc2nc(C)cc(=O)n2[nH]1	-4	3	7	1	-3	-1	0.0	21	-5	2
COc1ccc(NC(=O)C2=CC(c3ccc(C)cc3)=NS(=O)(=O)N2C)cc1	-47	-2	-56	-1	6	-2	-0.3	27	-16	-5
Cc1cc(C(C)c2ccccc2)c(O)c(CN2CCOCC2)c1C (stereo unspecified)	0	1	10	2	-3	-1	0.3	23	28	-2
CCCNC(=O)CCCCn1c(=S)[nH]c2c([nH]c3ccc(OC)cc32)c1=O	-9	-2	-10	0	-3	9	-0.7	17	5	-1
CCN(c1ccccc1)S(=O)(=O)c1ccc(C(=O)Nc2ccc(C)cn2)cc1	0	.	5	-16	.	-6	1.1	40	-35	.
CCOC(=O)c1csc(NC(=O)c2ccc(OC)c(OC)c2)n1	-10	5	-8	-8	-7	-6	0.0	10	1	-10
COc1ccc(OC)c(N(C(=O)c2snc(C(N)=O)c2N)C(C(=O)NCc2ccccc2)c2ccc(O)cc2)c1 (stereo unspecified)	6	4	0	5	2	-21	-0.4	6	18	-2
Cc1ccc(NC(=S)N2CC(C)OC(C)C2)cc1C (stereo unspecified)	.	-3	.	.	0	.	.	5	.	-38
CCN(CC)S(=O)(=O)c1cc(NC(=O)COC(=O)CCC(=O)c2cccs2)ccc1C	8	-2	-13	-3	4	1	-0.3	10	-4	7
COc1ccc(CCNC(=O)CCCOc2ccc(Cl)cc2)cc1OC	7	0	31	-13	10	-2	0.2	5	8	0
Cc1ccc(N2C(=O)[C@@H]3C(C(=O)CCN4C(=O)c5ccccc5C4=O)=NN[C@@H]3C2=O)cc1	-12	3	-2	8	4	-1	0.1	18	-6	-4
CCSc1nnc(-c2ccc(Cl)cc2)c2ccccc12	-3	-3	-20	-7	-1	0	-0.8	15	37	-6
Cc1ccc(C(=O)N2CCCC(C(=O)c3cc(F)ccc3F)C2)s1 (stereo unspecified)	.	3	.	-8	-2	-2	.	0	-5	7
CCCS(=O)(=O)Nc1c(C(=O)O)[nH]c2ccccc12	-3	8	2	-8	5	-1	4.2	32	20	-6
CC(C)c1nnc(NC(=O)CCC(=O)NC2CC2)s1	-4	-3	-3	0	2	55*	18*	-7	13	-6
CN(C)c1ccc(-c2nnn(Cc3ccccc3Br)n2)cc1	8	-2	21	-17	-3	-3	.	-4	-66	-19
COc1ccc(CN2C(=O)c3ccccc3C(/C=N\OCc3ccc(C)cc3)C2=O)cc1 (stereo unspecified)	4	2	-4	106*	-4	2	0.7	2	1	-31
CCCN(CCC)c1nc(NC2CCN(C(=O)OCC)CC2)nc(OC)n1	1	3	-1	-5	5	-7	-0.4	4	15	13
CCN1CCN(c2cc(C)c3cc(NC(=S)N4CCCC(C)C4)ccc3n2)CC1 (stereo unspecified)	-79*	31*	-82	0	-5	5	0.8	12	-44	1

Remaining list, next part.
SMILES	HSF1 inhib	HSP90 inh	HSF-1 act	SKKanGAS inh	IEC-6 tox	Platelet DG rel	HIF act	AI-2 QS modul	aSyn 5UTR inh	KLF5 inh
O=c1c2c(nc3c(-c4ccc(Cl)cc4)c[nH]n13)CCC2	-43	-2	-49	66*	1	-1	0.2	99	22	-12
COc1ccc(CCNS(=O)(=O)c2ccc3c(c2)NC(=O)CS3)cc1OC	-6	-1	-8	1	-7	11	-0.6	3	7	-22
COc1ccc(CNC(=O)Cn2nc([N+](=O)[O-])cc2C)cc1	3	0	-6	9	1	11	0.6	5	-11	-37
CCCCc1c(O)nc(SCC(=O)Nc2ccc3c(c2)CCC3)[nH]c1=O	7	-1	21	15	-5	-3	0.4	13	6	-26
CN1CCN(C(=O)/C(=C\c2cccs2)NC(=O)c2ccco2)CC1	?	-4	-57	-2	2	-3	-0.1	11	-13	-1
COc1ccc(S(=O)(=O)NCc2ccccn2)cc1	-2	-1	-3	0	-2	-3	1.0	23	5	-16
CCOC(=O)N1CCN(C(=O)c2ccc3c(c2)N(Cc2cccc(Cl)c2)C(=O)c2ccccc2S3=O)CC1 (stereo unspecified)	4	-2	6	7	8	4	-0.1	-8	29	-27
O=C(CSc1nnc(Cn2nnc3ccccc32)o1)N(Cc1ccc(Cl)cc1)c1ccccc1	9	5	29	8	2	-2	-1.3	19	0	-1
COc1ccc(-c2csc(NC(=O)c3nc(-c4ccccc4)oc3C)n2)cc1	-3	0	-11	7	3	1	0.2	18	7	12
COc1ccccc1NC(=O)C1CCCN(S(=O)(=O)c2c(C)noc2C)C1 (stereo unspecified)	-5	-3	-4	-2	-3	-4	0.1	.	-2	-1
COc1ccccc1OCC(=O)/C=C1/N(C)c2ccccc2C1(C)C	-5	0	0	0	-4	2	-0.4	9	24	-38
O=C(O)c1ccc(NC(=O)c2ccc(COc3ccc(Cl)cc3)o2)cc1	-3	-5	11	22	5	-2	0.3	11	12	-48
COc1ccccc1NC(=O)NCCN1CCN(C(=O)Nc2ccccc2OC)CC1	2	4	10	-8	1	1	-0.8	32	10	-6
COc1ccc(C(=O)OC(C)C(=O)NC2CCCCC2C)cc1S(=O)(=O)N1CCOCC1 (stereo unspecified)	-3	.	-3	-7	.	-11	-0.5	-4	6	.
CCO[C@@H]1OC(C(=O)N2CCN(Cc3ccc4c(c3)OCO4)CC2)=C[C@H](C2CCCCC2)[C@H]1CCCO	5	3	19	6	0	0	0.7	15	30	-19
CN=C1S/C(=C/c2cn(CC(=O)OC)c3ccccc23)C(=O)N1C	-4	1	-8	0	8	-1	0.3	18	-51	-28
COc1ccc(-c2cc(C(=O)N(C)CC(=O)Nc3cccc(F)c3)c3ccccc3n2)cc1	2	.	17	24	.	-3	1.6	-5	-22	.
Cc1ccc(NC(=O)CCS(=O)(=O)c2cccc3nonc23)cc1Cl	-6	-1	4	-10	5	-13	-25	20	4	-16
N#Cc1ccc2[nH]cc(CCO)c2c1	4	-2	-14	-1	0	6	1.6	-6	-12	-17
COc1ccc(CN2C(=O)C3C4C=CC(C4)C3C2=O)cc1 (stereo unspecified)	10	-3	11	-4	0	-3	-0.5	13	20	-15
Cc1cccc(Cc2cnc(NC(=O)CN3C(=O)/C(=C/c4ccccc4)SC3=S)s2)c1	5	3	25	13	-6	-7	-0.8	12	-16	-4
CCOC(=O)c1ccc(NC(=O)COc2ccccc2CNCCO)cc1	.	-1	.	11	2	-4	.	14	.	9

Compound activity: PubChem, several laboratories
